Compound activity (PubChem)
PME-1 inh – PME-1 inhibitors via competitive probe labeling, primary screen, biochemical, fluorescence polarization, FP-Rh probe, HTS; Protein phosphatase methylesterase 1 (Homo sapiens), Q9Y570; recombinant PME-1; inhibition, % at 5.9 µM; 320,000 tested, 0.53% active; AID 2130, 2009;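 active means inhibition above the campaign mean of all compounds plus 3 SD, cut at about 26% in these data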;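 further: competitive labeling of PME-1 active site by serine hydrolase directed probe; 0% = PME-1 with DMSO and 100% = wells lacking PME-1 enzyme; inhibitors block probe labeling so polarization falls and inhibition rises; many of its hits are not listed in these tables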
Target sequence (Q9Y570 whole entry, looked up): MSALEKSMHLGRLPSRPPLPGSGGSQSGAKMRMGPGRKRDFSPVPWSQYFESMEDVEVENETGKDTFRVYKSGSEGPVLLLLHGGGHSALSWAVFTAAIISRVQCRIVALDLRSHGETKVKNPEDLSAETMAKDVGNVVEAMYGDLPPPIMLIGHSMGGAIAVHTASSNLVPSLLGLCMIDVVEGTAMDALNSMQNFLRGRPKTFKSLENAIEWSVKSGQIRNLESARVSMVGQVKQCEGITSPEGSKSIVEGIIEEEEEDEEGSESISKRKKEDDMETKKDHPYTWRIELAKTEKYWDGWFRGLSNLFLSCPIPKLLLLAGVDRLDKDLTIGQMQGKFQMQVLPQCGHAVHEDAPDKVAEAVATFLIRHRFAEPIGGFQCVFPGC
Efflux pump mplx – inhibitors of Candida efflux pumps in yeast, primary screen, S. cerevisiae, Nile Red, multiplex. S. cerevisiae Candida pump triplex. inhibition, % at 10 µM. 330,000 tested, 0.44% active. AID 485275, 2010;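 active means plate passing quality check with inhibition over a set limit, or well fluorescence over plate mean plus 4 SD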;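 further: Nile Red retained in pooled yeast measured as flow cytometry median fluorescence; 0% = buffer negative control and 100% = Enniatin B positive control; higher means more Nile Red kept so more efflux inhibition; some compounds called inactive have numbers as strong as hits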
MEX-5 binding – MEX-5 zinc finger RNA-binding disruptors – biochemical, C. elegans, fluorescence polarization, MLPCN library, primary screen; Zinc finger protein mex-5 (Caenorhabditis elegans), Q9XUB2; MEX-5/FITC-TCR2 RNA binding; active compounds read low; activity score (negative = inhibition of binding), % at 10 µM; 300,000 tested, 0.38% active; AID 1832, 2009;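 active means inhibition past about -25% in most replicates, and total fluorescence under double the plate's negative control median, limit read from the data; inconclusive means replicates evenly split on the limit, or fluorescence at least double controls; inactive means too little inhibition in most replicates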;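 further: 0% = DMSO and -100% = 5 µM competing unlabeled TCR2 RNA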
MCL1-BIM inh – inhibitors of MCL1 binding to BIM-BH3, primary screen, biochemical, fluorescence polarization; GST-MCL1 / FITC-Bim-BH3 fluorescence polarization; inhibition, % at 10.9 µM; Induced myeloid leukemia cell differentiation protein Mcl-1 (Homo sapiens), Q07820; 320,000 tested, 0.68% active;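 active means inhibition above the mean inhibition of all tested compounds plus 3 SD, set per campaign, cut at about 40% in these data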;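 further: 0% = DMSO wells and 100% = unlabeled Bim-BH3 peptide control; higher means more loss of mP so more displacement of Bim peptide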
Fam108B counter – mouse Fam108B serine hydrolase inhibitors, primary screen, counter-screen for RBBP9 inhibitor project, biochemical, fluorescence polarization; recombinant Fam108B, FP-Rh probe fluorescence polarization; inhibition, % at 9.51 µM; 300,000 tested, 0.33% active;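 active means inhibition above the screen mean inhibition plus 3 SD, computed separately per campaign, cut at about 18% in these data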;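 further: inhibitors lower polarization as less probe binds the enzyme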
GLD-1 TGE inh – GLD-1/TGE RNA complex disruptors, primary screen, biochemical, fluorescence polarization. AID 2280, 2010. Female germline-specific tumor suppressor gld-1 (Caenorhabditis elegans), Q17339. inhibition, % at 5.96 µM. purified GLD-1 + fluorescein TGE RNA. 320,000 tested, 0.44% active;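 active means percent inhibition above a per-plate cutoff, the plate mean of test compounds plus 3 SD, cut at about 30% in these data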;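 further: 0% = DMSO wells with GLD-1 and probe and 100% = wells lacking GLD-1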
VLA-4 inh – inhibition in human VLA-4 binding assay, primary screen, VLA-4 allosteric modulator project, MLPCN library, flow cytometry, VLA-4 expressing cells; Integrin alpha-4 (Homo sapiens), P13612; ligand binding flow cytometry; inhibition, % (about 7 µM as worked out from the volumes in the protocol); 330,000 tested, 0.2% active; in the data active means inhibition above about 50%
Bcl-xL primary – inhibitors of human Bcl-xL, primary screen, biochemical, fluorescence polarization, HTS | GST-Bcl-xL / FITC-Bim BH3 peptide fluorescence polarization | inhibition, % at 10.9 µM | 320,000 tested, 0.7% active | AID 2129, 2009;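 active means inhibition above the mean of all tested compounds plus 3 SD, cutoff set per campaign, cut at about 30% in these data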;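 further: 0% = DMSO wells and 100% = unlabeled Bim-BH3 peptide competitor; inhibitors lower millipolarization by displacing the labeled peptide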
GRK2 aptamer HTS – compounds blocking aptamer binding on GRK2 – biochemical, human GRK2, bead flow cytometry, HTS, primary screen | Beta-adrenergic receptor kinase 1 (Homo sapiens), P25098 | FAM-aptamer displacement from GRK2 | inhibition of aptamer binding, % at 10 µM | 330,000 tested, 0.59% active;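 active means inhibition of aptamer binding above 40%, roughly 3 SD of noise, on plates passing a quality check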;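 further: median bead fluorescence of bound FAM aptamer so fluorescent compounds give negative values; no value below 0 was filed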
Target sequence (P25098 whole entry, looked up): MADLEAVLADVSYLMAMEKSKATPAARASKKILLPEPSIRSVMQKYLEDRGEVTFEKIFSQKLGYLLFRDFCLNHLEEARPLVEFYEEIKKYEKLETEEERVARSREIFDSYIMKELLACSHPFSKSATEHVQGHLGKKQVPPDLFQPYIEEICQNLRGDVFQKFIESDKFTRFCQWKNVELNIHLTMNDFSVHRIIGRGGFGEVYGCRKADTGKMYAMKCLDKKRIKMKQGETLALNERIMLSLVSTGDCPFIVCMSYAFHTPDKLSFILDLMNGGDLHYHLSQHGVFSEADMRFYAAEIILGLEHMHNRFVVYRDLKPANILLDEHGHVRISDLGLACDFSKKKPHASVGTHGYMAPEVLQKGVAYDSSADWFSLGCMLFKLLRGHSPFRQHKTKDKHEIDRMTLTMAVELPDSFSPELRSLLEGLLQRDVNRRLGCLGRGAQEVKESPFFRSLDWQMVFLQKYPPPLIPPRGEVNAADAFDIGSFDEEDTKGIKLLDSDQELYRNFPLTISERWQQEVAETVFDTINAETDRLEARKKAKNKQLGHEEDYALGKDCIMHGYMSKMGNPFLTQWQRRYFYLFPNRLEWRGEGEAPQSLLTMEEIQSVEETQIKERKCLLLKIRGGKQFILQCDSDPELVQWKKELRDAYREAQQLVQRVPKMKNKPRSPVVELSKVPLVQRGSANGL
Starred values were filed as active, the others as inactive; ? = inconclusive; nt = no result given. Some of the compounds tested. The share of hits here may be higher or lower than overall.

SMILES	PME-1 inh	Efflux pump mplx	MEX-5 binding	MCL1-BIM inh	Fam108B counter	GLD-1 TGE inh	VLA-4 inh	Bcl-xL primary	GRK2 aptamer HTS
NC(=O)C1CCCN(C(=O)c2ccc(NC(=O)c3cccs3)cc2)C1 (stereo not given)	6	0.3	nt	-7	nt	5	4	1	0
Cc1cc(C)c(S(=O)(=O)NCC(=O)NCc2ccccn2)c(C)c1	1	0.0	0.2	4	2	8	9	4	1
CCOC(=O)/C=C/C(=O)Nc1ccc(Oc2ccccc2)cc1	0	0.0	0.0	2	1	10	7	7	1
COc1ccc(OC)c(NC(=O)COC(=O)CCCN2C(=O)c3ccccc3C2=O)c1	-16	-0.2	1.6	9	1	-6	-10	5	0
Cc1nc2ncnn2c(C)c1Cc1cccc(C(F)(F)F)c1	-1	0.0	-1.5	-6	-4	4	6	4	0
COc1ccc(NC(=S)N2CCC(c3nc4ccccc4o3)CC2)c(OC)c1	-6	-0.1	0.4	8	7	1	-15	1	1
CC(C)C(=O)Nc1cccc(C(=O)Nc2nnc(C(C)(C)C)s2)c1	-8	-0.1	0.5	5	-1	8	-5	8	2
CCc1ccc(NC(=O)COC(=O)CCCC2=NS(=O)(=O)c3ccccc3N2)cc1	-3	0.1	1.3	-2	4	3	0	1	0
COc1ccc(C2=NNC(c3cc(Cl)cc4c3OCOC4)C2)c(O)c1 (stereo not given)	-3	0.2	-5.3	-5	-1	0	-28	4	0
COCCn1nnnc1C(c1ccc(OC)cc1OC)N1CCN(c2ccccc2)CC1 (stereo not given)	2	-0.1	-0.8	-8	-2	5	0	-5	1
COc1ccc(N=Cc2c[nH][nH]c2=O)cc1	-3	0.0	0.1	4	1	1	2	3	0
COc1ccc2[nH]c(C(=O)NCc3ccccc3)cc2c1	-4	-0.1	-0.7	7	-3	9	4	4	2
CCCNC(=O)COC(=O)c1ccccc1C(=O)N(C)C1CCCCC1	3	0.1	-3.3	-1	-2	4	12	1	0
COc1ccc(/C(C)=N/NC(=O)c2nnn(-c3nonc3N)c2CN(C)c2ccccc2)cc1	-12	0.0	3.7	5	0	-4	7	0	1
O=C(Nc1nnc(-c2cccs2)o1)c1ccco1	3	0.0	-0.8	12	-3	3	29	8	0
CC(=O)c1ccc(NC(=O)c2ccc(COc3ccccc3[N+](=O)[O-])o2)cc1	-6	1.3	3.1	-49	-4	-7	-6	-16	1
COc1ccccc1OCC(=O)NNC(=S)NC(=O)c1ccco1	5	-0.1	-0.3	12	1	6	1	9	0
COc1ccc(CN2CCNC(=O)C2CC(=O)N(C)C2CCOCC2)c(F)c1 (stereo not given)	-1	-0.1	-1.0	4	2	1	13	8	0
CC(Oc1cccc(Cl)c1)C(=O)Nc1cc(S(=O)(=O)N2CCCCC2)ccc1N1CCOCC1 (stereo not given)	13	-0.1	0.6	-4	-3	-3	-10	-2	1
COc1ccc2oc(C(F)(F)C(F)(F)F)cc(=O)c2c1	-2	0.1	-3.6	0	1	-2	0	4	1
Cc1ccc(NC(=O)Cc2ccc(-c3ccccc3)cc2)nc1	-4	0.2	0.2	7	-1	8	4	8	0
CCc1ccc2[nH]c(=O)c(C(c3nnnn3CCOC)N3CCN(c4ccccc4F)CC3)cc2c1 (stereo not given)	8	0.2	-0.6	5	-1	5	-3	5	0
COC(=O)c1cc(C(=O)OC)cc(N2C(=O)CC(NNC(=O)c3ccccc3Cl)C2=O)c1 (stereo not given)	-6	-0.1	1.9	-13	-2	2	2	1	5
O=C(CCc1nnc2ccc(NCc3ccccc3Cl)nn12)NC1CCCC1	-1	0.4	-2.5	4	3	5	13	11	4
C=CC[C@H](CC(=O)OC(C)(C)C)C(=O)OC[C@H]1CCCN1C(=O)[C@H](CC=C)CC(=O)N(CCO)Cc1ccccc1	nt	0.5	nt	nt	nt	6	-2	nt	0
O=C(CN(Cc1ccc2c(c1)OCO2)C(=O)c1cnsn1)NC1CCCC1	-2	0.0	0.7	6	-1	6	6	4	0
CC(C)c1cc(C(=O)N/N=C/c2ccco2)n[nH]1	6	0.0	0.7	0	0	-2	2	0	5
O=C(CCC(=O)Nc1nnc(C2CCCCC2)s1)NCc1cccs1	3	0.1	2.5	2	-2	4	19	6	2
NC(=O)CSc1nnc(-c2cccc(S(=O)(=O)N3CCCCC3)c2)o1	2	0.0	-0.7	-3	1	3	1	-8	3
CC1(C)CC(CC(=O)O)(c2ccccc2)CCO1 (stereo not given)	3	0.0	3.0	5	-2	10	5	5	0
CCNC(=O)/C(C#N)=C/c1c(N2CCN(Cc3ccc4c(c3)OCO4)CC2)nc2c(C)cccn2c1=O	4	-0.2	1.4	-1	4	-1	1	5	3
O=C(NCc1ccccc1F)C1CCN(C(=O)Nc2ccc(F)cc2)CC1	-5	0.2	-0.7	-2	5	1	15	-2	2
Fc1c(F)c(F)c(/C=N/NC(=S)Nc2cccnc2)c(F)c1F	1	0.4	1.2	1	-4	-6	-12	4	0
CC1(C)CC(=O)C=C(Nc2ccccc2F)C1	1	0.1	-2.9	1	5	-3	10	6	0
CCO[C@@H]1OC(C(N)=O)=C[C@H](c2ccc(Br)cc2)[C@H]1CCCO	6	-0.2	-2.2	-2	13	-2	2	3	0
O=C(NCc1cccnc1)c1ccc2c(c1)N(Cc1ccccc1)CCS2	3	0.0	-0.5	10	-2	11	-3	7	0
O=C(CCCCCNS(=O)(=O)c1ccc(Br)cc1)NCCN1CCOCC1	8	0.3	nt	-15	2	2	9	-2	0
O=C(CSc1ccsc1[N+](=O)[O-])N1CCN(c2ccccc2)CC1	7	0.0	0.6	30	0	-1	-17	12	1
NC(=O)c1ccc[n+](Cc2ccccc2)c1	2	-0.2	0.0	7	1	3	1	4	80*
CCC(=O)N/C(N)=N/c1nc(C)c2cc(OC)ccc2n1	4	-0.2	1.4	8	0	1	-6	3	0
CC(C)Cn1c(=O)c2ccccc2n2c(CCC(=O)NCc3ccccn3)nnc12	-5	0.4	0.0	3	2	5	12	6	0
COCCNC(=O)CSc1nc2ccccc2c(=O)n1CCC(=O)N1CCN(c2ccccc2)CC1	2	-0.1	0.6	-3	2	1	-1	-2	3
COc1cccc(NC(=O)Cn2c(=O)oc3ccccc32)c1	-3	0.3	-1.6	2	-1	5	5	-1	4
Clc1ccccc1COc1ccc(/C=N/n2cnnc2)cc1	2	0.0	3.1	4	-6	3	17	7	0
COc1ccc(/C(C)=N/NC(=O)c2ccc(N(C)C)cc2)cc1	-3	-0.1	-3.2	6	3	-1	2	-2	1
COC(=O)c1cc(NC(=O)c2cc(C)oc2C)cc(C(=O)OC)c1	-7	0.1	-1.0	-18	-5	-13	-2	-14	0
COCCCNC(CC(=O)Nc1cc(C)cc(C)c1)C(=O)O (stereo not given)	-3	0.0	?	-5	-1	0	0	1	0
O=C(NCCCN1CCN(CCCNC(=O)c2cccc(Cl)c2)CC1)c1cccc(Cl)c1	0	-0.2	1.2	12	2	0	7	10	0
O=C1CC2(CCN(C(=O)COc3ccccc3)CC2)Oc2ccccc21	1	-0.1	0.0	3	-2	8	5	3	1
CC(=O)Nc1ccc(S(=O)(=O)NC2CCCCCC2)cc1	-2	0.1	-0.9	2	3	-9	18	11	1

More structures follow.
SMILES	PME-1 inh	Efflux pump mplx	MEX-5 binding	MCL1-BIM inh	Fam108B counter	GLD-1 TGE inh	VLA-4 inh	Bcl-xL primary	GRK2 aptamer HTS
COc1ccc(CC(NC(C)=O)C(=O)NC2CCN(c3nc(C)cc(C)c3C#N)CC2)c(OC)c1 (stereo not given)	-2	0.7	-4.6	7	-4	11	-8	4	0
COc1cc(OC)cc(C(=O)NNC(=S)NC2CC2)c1	3	0.0	0.7	6	1	3	-1	6	1
C=CCNC(=O)c1cc2c(=O)n3cc(C)ccc3nc2nc1NCC1CCCO1 (stereo not given)	-5	-0.2	-3.0	11	-2	0	17	13	7
O=C(O)COc1ccccc1/C=N/NC(=O)Cc1csc(Nc2cccc(C(F)(F)F)c2)n1	22	0.0	4.8	12	-6	3	9	0	1
COc1ccccc1NC(=O)COc1ccccc1C(=O)Nc1ccccc1	-8	0.0	-0.5	3	-3	1	-2	8	2
COc1ccccc1CNC(=O)C(CCSC)NS(=O)(=O)c1ccc2c(c1)oc(=O)n2C (stereo not given)	2	0.1	0.3	-4	8	-3	0	2	0
O=S(=O)(Nc1nc2ccccc2nc1NCC1CCCO1)c1ccc(F)cc1 (stereo not given)	1	0.3	0.1	0	0	5	1	5	0
CC(C)c1ccccc1OCC(=O)NCC(c1cccs1)N1CCOCC1 (stereo not given)	1	0.2	1.3	-6	3	3	3	-3	0
Cc1cc(C)nc(SCC(=O)c2ccc3c(c2)OCCO3)n1	-3	0.0	0.2	4	-1	-4	13	4	0
O=[N+]([O-])c1cccnc1NCCc1c[nH]c2ccccc12	3	-0.1	0.5	-4	-3	-2	4	0	27
O=C(NC1CCCCC1)C(c1ccccc1F)N(C(=O)c1csnn1)C1CCCC1 (stereo not given)	-1	0.2	-3.3	9	2	-4	3	7	0
COc1ccc(C2(C)NC(=O)N(CC(=O)c3cc(C)n(C4CC4)c3C)C2=O)cc1OC (stereo not given)	7	0.1	nt	1	nt	-3	-1	1	2
CC(=O)Nc1sc(-c2ccc(Cl)cc2)nc1-c1ccccc1	-1	-0.3	3.3	-1	-4	9	-16	0	5
CC1CCN(CCCNC(=O)CN2C(=O)CSc3ccc(S(=O)(=O)N4CCCCC4)cc32)CC1	9	0.1	-1.5	7	-4	3	3	7	0
CCCC(=O)NC(=S)Nc1ccccc1F	7	0.0	0.5	6	-2	-1	19	3	0
CCN(CC)C(=O)CC(c1ccc2c(c1)OCO2)c1c(OC)cc(OC)c2c(-c3ccccc3)cc(=O)oc12 (stereo not given)	-6	-0.1	-0.1	2	1	7	2	7	6
O=C(Nc1ccc(F)cc1F)c1cc(Cl)sc1Cl	0	-0.3	-0.1	7	0	3	4	3	0
CCOC(=O)c1cc(NC(=O)Nc2nccs2)c(C)nc1C	-2	0.0	-0.1	-2	1	5	-15	7	1
COc1ccc2c(c1OC)C(=O)OC2Nc1nc(-c2cc3cc([N+](=O)[O-])ccc3oc2=O)cs1 (stereo not given)	4	-0.3	1.2	13	-3	2	0	4	9
CCCCCc1c(C)nc(SCC(=O)O)[nH]c1=O	1	-0.1	0.2	7	-3	-2	-6	7	0
Cc1ccc([N+](=O)[O-])cc1S(=O)(=O)NCCc1c(C)[nH]c2ccccc12	7	0.4	-3.5	4	0	2	15	3	2
O=C(CSc1nc(-c2cccs2)cc(C(F)(F)F)n1)NCc1ccccc1	1	0.0	1.5	9	-1	5	-9	2	0
